PglD inh – blocks C. jejuni PglD acetyltransferase activity | purified PglD enzyme, DTNB colorimetric CoA detection | inhibition, % at 12.5 µM | hit rate 0.098% among 360,000 | AID 602405; in the data active means inhibition above about 16%, passing the limit was not always enough; inconclusive means no clear call, values can overlap the other calls; further: strong numbers were not always called active
PAX8 reporter – inhibitors of PAX8 transcriptional activity in RMG-I cells; hit rate 1.2% among 360,000; inhibition, % at 12.6 µM; RMG-I TPO-luciferase reporter, SteadyGlo, 24 h;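 active means mean replicate inhibition at least 60% with every replicate also reaching 60%; inconclusive means only one of the two criteria is met; inactive means mean below 60% and not all replicates reaching 60%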;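 further: luciferase light reporting Pax8 driven TPO promoter activity; plate controls were median of neutral control wells for no effect and mitoxantrone controls for full effect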
ERAP1 inh – ERAP1 (human) enzyme inhibition | Q9NZ08 | recombinant ERAP1, Leu-AMC fluorescence, 60 min | inhibition, % at 10.7 µM | hit rate 0.15% among 340,000 | AID 652197;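 active means mean replicate inhibition of at least 30%, or all replicates individually reaching that 30% level; inactive means mean below 30% and not every replicate reaching it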;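 further: 0% = neutral control wells and 100% = L-leucinethiol positive control wells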
Target sequence (Q9NZ08 whole entry, looked up): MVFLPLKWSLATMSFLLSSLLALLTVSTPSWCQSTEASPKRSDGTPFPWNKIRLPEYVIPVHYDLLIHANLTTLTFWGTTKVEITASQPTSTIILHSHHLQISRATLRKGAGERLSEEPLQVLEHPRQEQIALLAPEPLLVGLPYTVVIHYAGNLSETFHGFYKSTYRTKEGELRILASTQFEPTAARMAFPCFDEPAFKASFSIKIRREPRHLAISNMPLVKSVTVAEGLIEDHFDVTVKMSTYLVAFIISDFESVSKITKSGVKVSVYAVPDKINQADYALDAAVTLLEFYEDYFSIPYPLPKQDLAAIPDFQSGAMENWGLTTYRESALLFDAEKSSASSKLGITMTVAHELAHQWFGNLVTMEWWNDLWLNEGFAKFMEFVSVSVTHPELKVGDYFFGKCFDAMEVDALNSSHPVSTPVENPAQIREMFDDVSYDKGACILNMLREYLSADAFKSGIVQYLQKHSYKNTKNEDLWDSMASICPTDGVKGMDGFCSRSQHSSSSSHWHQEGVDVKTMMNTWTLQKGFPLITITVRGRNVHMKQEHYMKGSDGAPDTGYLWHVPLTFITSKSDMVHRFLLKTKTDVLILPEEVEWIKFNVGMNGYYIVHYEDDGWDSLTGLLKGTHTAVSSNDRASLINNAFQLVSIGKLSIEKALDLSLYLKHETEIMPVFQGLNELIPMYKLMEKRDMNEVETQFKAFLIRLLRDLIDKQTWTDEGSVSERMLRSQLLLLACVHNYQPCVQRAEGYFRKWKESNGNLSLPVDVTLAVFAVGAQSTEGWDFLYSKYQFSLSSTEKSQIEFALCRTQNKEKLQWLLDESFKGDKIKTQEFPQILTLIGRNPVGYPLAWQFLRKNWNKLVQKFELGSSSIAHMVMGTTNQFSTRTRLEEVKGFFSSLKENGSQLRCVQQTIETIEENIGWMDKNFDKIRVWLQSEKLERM
FN deposit inh – fibronectin deposition inhibition | AH1F fibroblasts, Alexa488-fibronectin deposition fluorescence, overnight | inhibition, % at 12.6 µM | hit rate 0.086% among 350,000 | AID 743247;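 active means mean inhibition across replicates of 30% or more, regardless of how many single replicates reach that level; inconclusive means mean under 30% yet at least half of replicates reach 30%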;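 further: positive control wells lacked labelled fibronectin entirely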
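Schedule: 1 h cell adhesion before compound, then overnight fibronectin incubation; test system: AH1F fibroblast monolayer depositing Alexa488-labelled fibronectin into matrix; quantity: 10000 AH1F cells per well; probe or stimulus: fluorescent fibronectin at 24 nM final; signal: fluorescence, ex 485 nm, em 525 nm; evaluation: percent inhibition as loss of matrix-bound fibronectin fluorescence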
PGC1a acetyl inh – PGC1a acetylation modulation, inhibitor mode. hit rate 0.17% among 350,000. U2OS PGC1a acetylation, AlphaScreen anti-acetyl-lysine; with virally co-expressed GCN5 acetyltransferase. inhibition, % at 15.6 µM. AID 651687;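 active means every replicate shows inhibition of at least 40%; inconclusive means mean inhibition at least 40% but some replicate below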;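 further: 0% = neutral control wells and 100% = positive control wells; some results beyond the cut were filed as inactive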
EWS-Fli block – EWS/Fli transcriptional activity inhibition; A673 NR0B1-luciferase reporter, viability-normalised; inhibition, % at 12.6 µM; hit rate 0.67% among 350,000; AID 651661;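 active means mean inhibition of at least 50% after viability correction, with every replicate also passing that limit; inconclusive means mean reaches 50% but only one of two replicates passes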;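 further: firefly luciferase signal divided by Alamar Blue viability fluorescence both relative to DMSO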
S100A4 inh HTS – S100A4-myosin IIA interaction inhibition; P26447; S100A4/TAMRA-MyoIIA peptide fluorescence polarization; inhibition, % at 10.7 µM; hit rate 0.14% among 360,000; AID 652163;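 active means mean inhibition of at least 70% across replicates, with every replicate also reaching that level; inconclusive means mean inhibition reaches 70% but some replicates fall short; inactive means mean inhibition below 70%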
Target sequence (P26447 whole entry, looked up): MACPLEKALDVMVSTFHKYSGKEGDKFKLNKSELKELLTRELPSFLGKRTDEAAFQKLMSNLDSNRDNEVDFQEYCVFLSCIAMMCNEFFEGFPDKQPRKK
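Compound dosing: one dose per compound; test system: human S100A4 monomer with TAMRA-labelled myosin IIA peptide; probe or stimulus: TAMRA-labelled myosin IIA heavy-chain peptide probe, 5 nM; medium: HEPES buffer with Ca2+, pH 7.2; schedule: 5 min incubation before reading; benchmarks: neutral control DMSO, positive control TFP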
LGR2 inh – inhibitors of bursicon-induced Drosophila LGR2 receptor cAMP signaling; AID 720647; inhibition, % at 9.99 µM; HEK293 LGR2, CRE-luciferase, bursicon-stimulated, 4 h; hit rate 0.35% among 380,000;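 active means drop in luminescence signal, shown as inhibition above about 50% in the replicate tests, limit read from the data, passing the limit was not always enough; inconclusive means probably only some replicates passing the limit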;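 further: agonist challenge used bursicon conditioned medium at about half maximal strength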
Active calls of the source: *; ? = inconclusive; · = no result given.

SMILES	PglD inh	PAX8 reporter	ERAP1 inh	FN deposit inh	PGC1a acetyl inh	EWS-Fli block	S100A4 inh HTS	LGR2 inh
COc1ccccc1S(=O)(=O)N[C@@H]1CC[C@H](CCNC(=O)C2CCCC2)O[C@H]1CO	-2	-20	2	1	3	0	4	-3
OCCNC(=S)Nc1cc(Cl)cc(Cl)c1	·	-8	-7	-4	-11	10	-3	7
COc1ccc(S(=O)(=O)N(C)C[C@@H]2Oc3c(NC(=O)Nc4ccc(F)cc4)cccc3C(=O)N([C@@H](C)CO)C[C@H]2C)cc1	·	·	1	·	6	-14	-22	11
Cc1ccc(S(=O)(=O)N2C[C@]3(O)C[C@@H]4C(=O)N(c5ccccc5)C(=O)[C@@H]4C[C@]3(OC(=O)Nc3cccs3)C2)cc1	-1	23	-2	5	-6	-1	-2	-4
COc1ccc(/C=N/n2c(C)nc3c([nH]c4ccccc43)c2=O)cc1CN1CCCC(C)(C)C1	0	12	·	2	6	0	-5	3
O=C(Nc1nnc(Cc2ccccc2)s1)c1cnccn1	·	-20	0	1	·	0	0	-6
CCOC(=O)c1[nH]c(C)c(C(=O)Nc2ccc(C)c(F)c2)c1C	·	·	1	·	28	9	-2	·
CCSc1nnc(CNC(=O)c2ccccc2F)n1-c1ccccc1OC	6	0	4	23	2	8	-1	-21
Cc1csc(NC(=O)C2=NN(c3ccccc3)C(=O)CC2)n1	·	14	-4	4	11	4	0	-17
Cc1ccc(S(=O)(=O)N2CCCCC2)cc1NC(=O)C1CC1	1	8	-2	8	2	6	-2	-11
CC12CCC(=O)N1C(C(=O)Nc1cc(C(F)(F)F)ccc1N1CCOCC1)CS2 (stereo unspecified)	·	13	0	4	·	3	-2	14
CN1C(=O)c2cc(NS(C)(=O)=O)ccc2OC[C@@H]2O[C@@H](CC(=O)O)CC[C@@H]21	18	22	-3	12	-3	-2	1	-11
CN(CC(=O)NC1CCN(Cc2ccccc2)CC1)S(=O)(=O)c1ccc(Br)s1	1	-1	-4	-12	11	43	-3	-3
O=S(=O)(NC1CCCC1)c1ccccc1Br	6	-15	-6	-3	2	-4	1	13
CN1CCN(C(=O)C[C@H]2C[C@@H]3c4cc(NC(=O)CC5CC5)ccc4O[C@@H]3[C@@H](CO)O2)CC1	2	·	2	0	-17	-4	6	6
O=C([C@@H]1[C@@H](CO)[C@@H]2Cn3c(ccc(/C=C/c4ccccc4)c3=O)[C@@H]2N1CC1CC1)N1CCOCC1	-1	37	-71	·	·	4	10	25
CCOC(=O)c1c(CN2CCN(c3ccccc3)CC2)oc2ccc(O)cc12	5	0	2	-7	3	5	-6	-7
CCN1C(=O)/C(=C\c2cn(-c3ccccc3)nc2-c2cccnc2)SC1=S	-2	0	5	4	5	-6	-7	5
O=C(O)c1cc(S(=O)(=O)N2CCN(c3ccccn3)CC2)ccc1Cl	-1	0	0	3	1	5	-1	-3
N#Cc1c(Nc2ccc(F)cc2)sc(C(=O)c2ccc(F)cc2)c1N	3	·	11	·	-22	7	1	-14

One compound at a time (already shown).
Profile of `O=S(=O)(NC1CCCC1)c1ccccc1Br` : PglD inh = 6; PAX8 reporter = -15; ERAP1 inh = -6; FN deposit inh = -3; PGC1a acetyl inh = 2; EWS-Fli block = -4; S100A4 inh HTS = 1; LGR2 inh = 13
Profile of `Cc1ccc(S(=O)(=O)N2C[C@]3(O)C[C@@H]4C(=O)N(c5ccccc5)C(=O)[C@@H]4C[C@]3(OC(=O)Nc3cccs3)C2)cc1` : PglD inh = -1; PAX8 reporter = 23; ERAP1 inh = -2; FN deposit inh = 5; PGC1a acetyl inh = -6; EWS-Fli block = -1; S100A4 inh HTS = -2; LGR2 inh = -4

Next part:
SMILES	PglD inh	PAX8 reporter	ERAP1 inh	FN deposit inh	PGC1a acetyl inh	EWS-Fli block	S100A4 inh HTS	LGR2 inh
CCN(CC)CCOC(=O)c1ccc(NC(=O)c2ccc(Cl)c(S(=O)(=O)N3CCCCCC3)c2)cc1	·	12	-4	-9	-5	1	2	8
CO[C@H]1CN(C)C(=O)c2ccc(NC(=O)Nc3c(C)noc3C)cc2OC[C@@H](C)NC[C@@H]1C	-3	-8	·	-30	5	-4	0	-10
CSCc1nc2scc(-c3ccccc3)c2c(=O)[nH]1	·	-41	·	3	·	-12	-4	-13
C/C=C/c1ccc([C@@H]2[C@@H](CO)N3CCCCN(S(=O)(=O)c4cccc(C)c4)C[C@H]23)cc1	6	-13	0	·	-9	31	?	8
Cc1c(NS(=O)(=O)c2cc(C(=O)NCCc3ccc(F)cc3)cc(Cl)c2Cl)c(=O)n(-c2ccccc2)n1C	1	1	0	6	·	5	-14	3
CC(C)C#Cc1ccc2c(c1)O[C@H](CN(C)C(=O)c1ccncc1)[C@@H](C)CN([C@H](C)CO)S2(=O)=O	-1	0	2	·	-3	3	2	-25
O=S(=O)(c1ccccc1)N(CC(O)CN1CCCCC1)c1ccccc1 (stereo unspecified)	3	17	·	-1	-7	·	·	·
COC(=O)c1ccc(OC(C)C(=O)c2ccc(C)cc2)cc1 (stereo unspecified)	-1	-61	1	6	-2	-22	-5	-3
O=C(CSc1nnc(Cc2cccs2)n1Cc1ccco1)Nc1cc(Cl)cc(Cl)c1	1	12	·	5	1	·	·	·
COCC(=O)NCCSc1c(C)[nH]c2ccccc12	-1	5	3	6	·	1	-1	8
CC1(C)NC(=O)N(CC(=O)N2CCN(c3cccc(C(F)(F)F)c3)CC2)C1=O	-3	-2	1	·	-1	-3	3	8
C[C@H](O)C#Cc1cnc2c(c1)C(=O)N([C@H](C)CO)C[C@@H](C)[C@H](CN(C)C(=O)Cc1ccncc1)O2	-5	-28	·	-3	-3	-8	11	11
O=C(Nc1cccc(S(=O)(=O)N2CCOCC2)c1)c1ccccc1[N+](=O)[O-]	-2	-11	0	-6	8	-8	8	11
CCN1C(=O)[C@H]2[C@@H](c3ccc(C)cc3)N3C(=O)N(c4cccc(F)c4)C(=O)[C@@]3(Cc3ccc(Cl)cc3)[C@H]2C1=O	4	-29	2	12	·	-20	-1	5
C[C@@H]1CN([C@@H](C)CO)C(=O)c2cccc(NS(=O)(=O)c3ccccc3)c2O[C@@H]1CN(C)S(=O)(=O)c1cn(C)cn1	-1	-10	-4	·	-4	-21	26	11
COc1ccc(NC(=O)CC2SC(=NCc3ccccc3OC)NC2=O)cc1 (stereo unspecified)	-2	·	6	3	-7	·	-7	2
O=C(CSc1nccc(=O)[nH]1)Nc1ccc(N2CCOCC2)cc1	-3	4	2	8	-8	2	1	3
CC(=O)Nc1ccc(C(=O)N(C2=NC(C)CS2)c2ccc(Cl)cc2)cc1 (stereo unspecified)	3	-60	-1	2	·	·	2	-16
CSCCC(NC(=O)c1ccccc1)C(=O)NCCc1ccc2c(c1)OCCO2 (stereo unspecified)	-4	-1	1	0	·	2	5	8
Cc1cc(OC(F)F)ccc1NC(=O)Nc1ccc2c(c1)OCO2	2	12	-3	-2	·	·	4	2
NC(=O)c1ccccc1O	1	-14	2	10	3	8	1	7
CCCN1C[C@H](C)[C@H](OC)CN(C)C(=O)c2cc(NC(=O)Nc3cccc(F)c3)ccc2OC[C@H]1C	3	9	·	8	-3	14	·	1
Cc1noc(C)c1NC(=O)N(C)C[C@@H]1Oc2c(NC(=O)Nc3ccc(F)cc3)cccc2C(=O)N([C@H](C)CO)C[C@H]1C	-3	4	-2	·	-13	3	2	8
CC(=O)Nc1ccc(OCc2nnc(-c3ccccc3)o2)cc1	1	-9	1	2	·	-42	-4	-12
COc1ccc(/C=N/NC(=O)c2cccc([N+](=O)[O-])c2)c2ccccc12	-13	25	1	14	-11	17	1	5
CC/C(=N\NC(=O)C1CCCC1)c1cccc(Br)c1	2	15	3	12	-8	·	-17	-8
O=C1CC(C(=O)Nc2ccc(Cl)cc2[N+](=O)[O-])C2(CCCCC2)O1 (stereo unspecified)	·	10	-8	2	-7	-2	1	6
CCOC(=O)CNC(=O)C1c2cc(OC)c(OC)cc2C(=O)N(C)C1c1ccccc1F (stereo unspecified)	2	15	·	12	1	·	·	·
O=C(CSc1ncccn1)N1CCCCCC1	0	-4	-2	3	2	1	-2	6
COc1ccccc1C(=O)N1C[C@H]2[C@@H](c3ccccc31)[C@@H](CO)N2C(=O)C1CCCCC1	2	28	0	·	3	-7	-3	18
C[C@H](CO)N1C[C@H](C)[C@@H](CN(C)C(=O)c2cccnc2)Oc2cc(C#CC3CC3)ccc2S1(=O)=O	1	·	0	-7	10	0	5	-27
CCCN1CCN(CC(=O)Nc2cc(OCC)ccc2OCC)CC1	·	-5	-5	2	·	-5	-10	-21
CC1(C)C2CCC1(C)C(OCC[N+](C)(C)CC(=O)OC1CCCCC1)C2 (stereo unspecified)	-1	51	5	-11	-2	15	-9	-22
CC(C)Cc1nc2ccc(N)cc2[nH]1	-4	-11	-2	5	·	-7	-28	-4
CC(=O)c1c(Nc2ccc3c(c2)OCCO3)oc(C)cc1=O	-3	-15	·	5	6	-30	-2	-78
CC12CCC(=O)N1C(C(=O)NNC(=O)c1ccc(Br)cc1)CS2 (stereo unspecified)	5	2	0	7	-1	5	-6	-14
CCOc1cc(OCC)cc(C(=O)N2CCC[C@H]2C(=O)N2CCC[C@H]2C(=O)NCc2ccc(F)cc2F)c1	·	-14	1	-1	·	14	2	-5
CCOC(=O)C1=C(C)Nc2nc(SCc3cccnc3)nn2C1c1ccc(OC)cc1 (stereo unspecified)	-4	12	0	2	-15	8	-7	12
Cc1ccc(CNC(=O)CCS(=O)(=O)c2ccc3c(c2)NC(=O)CO3)cc1	0	4	-2	-5	-7	-1	17	-3
CCCNC(=O)[C@@H]1[C@@H](CO)[C@@H]2Cn3c(ccc(C4=CCCC4)c3=O)[C@@H]2N1Cc1ccccc1	4	29	3	·	·	9	4	4
Cc1cn([C@H]2C[C@H](O)[C@@H](COS(=O)(=O)O)O2)c(=O)[nH]c1=O	-2	-1	0	-12	0	5	4	-18
Cc1ccc(NC(=O)CN(C)CC(=O)Nc2ccc3c(c2)OCO3)cc1	-4	15	-2	-3	-3	-3	0	2
CO[C@H]1CN(C)C(=O)c2ccc(NC(=O)NC(C)C)cc2OC[C@H](C)N(C(=O)CN(C)C)C[C@H]1C	2	-5	-4	1	-14	1	3	-9
COC(=O)[C@@]1(Cc2ccc(F)cc2)[C@H]2c3cc(C(=O)N4CCCC4)n(Cc4ccc(C(F)(F)F)nc4)c3C[C@H]2CN1C(=O)c1ccccc1	·	7	·	-4	·	-6	0	8
COc1ccc(S(=O)(=O)N2CC[C@@H]3[C@@H](CO)Nc4ccc(-c5ccccc5F)cc4[C@@H]32)cc1	2	6	·	-7	-20	11	·	12
O=C(COC(=O)/C=C/c1cccs1)Nc1nc(-c2cccc(Br)c2)cs1	-4	-83	·	12	0	-44	-4	-14
O=C(CNC(=O)c1ccco1)Nc1ccc(Br)cc1	5	-56	2	-5	-3	-29	-5	-16
O=C(O)c1ccc(S(=O)(=O)Nc2cccc(CP(=O)(c3ccccc3)c3ccccc3)c2)cc1	0	0	0	-2	-2	0	0	-8
CCN(CC(=O)Nc1c(F)cccc1F)C(=O)C1CCN(C(=O)c2ccc(F)cc2)CC1	2	7	-5	5	·	0	0	1

Bioassay records (PubChem BioAssay)
